Screens deposited in PubChem by National Center for Advancing Translational Sciences (NCATS).
JMJD2A Tudor: blocks the human JMJD2A Tudor domain; Potency, µM (series often up to 114 µM), inactives show at the highest dose activity change, negative = inhibition, hits mostly inhibitors; O75164; 390,000 tested, 4.4% active; AlphaScreen JMJD2A-Tudor / H3K4me3 peptide binding; AID 504339; further: potency means the concentration at half of the fitted maximal effect; on the % scale 0 is the no-effect control and ±100 the full control effect; nearly all actives have a fitted effect of over 50% in size
12-LOX inh: blocks human arachidonate 12S-lipoxygenase; P18054; purified 12hLO, xylenol orange hydroperoxide absorbance; AID 1671190; 580,000 tested, 1.1% active; Potency, µM (doses to about 108 µM), for inactives: at the highest dose activity change, negative = inhibition, actives largely listed as inhibitors; further: potency means the concentration at half of the fitted maximal effect; on the % scale 0 is the no-effect control and ±100 the full control effect
Target sequence (P18054 whole entry, looked up): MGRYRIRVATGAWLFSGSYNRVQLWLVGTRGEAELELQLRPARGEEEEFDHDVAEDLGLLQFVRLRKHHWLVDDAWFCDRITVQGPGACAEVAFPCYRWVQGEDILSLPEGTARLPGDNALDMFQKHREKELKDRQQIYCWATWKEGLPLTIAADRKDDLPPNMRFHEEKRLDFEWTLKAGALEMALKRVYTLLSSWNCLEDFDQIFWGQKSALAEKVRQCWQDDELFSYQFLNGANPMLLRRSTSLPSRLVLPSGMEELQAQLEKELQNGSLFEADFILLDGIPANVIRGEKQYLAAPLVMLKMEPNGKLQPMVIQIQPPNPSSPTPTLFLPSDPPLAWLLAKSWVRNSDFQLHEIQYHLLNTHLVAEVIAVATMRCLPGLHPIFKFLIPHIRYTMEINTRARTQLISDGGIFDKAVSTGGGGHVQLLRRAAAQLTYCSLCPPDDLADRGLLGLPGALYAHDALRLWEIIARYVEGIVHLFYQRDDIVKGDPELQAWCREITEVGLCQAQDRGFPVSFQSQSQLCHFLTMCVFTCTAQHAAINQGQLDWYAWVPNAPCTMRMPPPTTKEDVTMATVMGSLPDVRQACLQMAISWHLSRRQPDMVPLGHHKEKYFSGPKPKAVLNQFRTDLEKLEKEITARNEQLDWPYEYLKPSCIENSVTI
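Purified human 12hLO at 150 nM in 25 mM Hepes, 0.01% Triton X-100, pH 7.0, preincubated 15 min at room temperature with compound. Reaction started with 40 uM arachidonic acid, 30 min at room temperature. Hydroperoxide measured by Fe-xylenol orange, 573/405 nm absorbance ratio.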
RGS4 inhibitor: inhibitors of human regulator of G protein signaling 4. P49798. Transcreener GDP fluorescence polarization, RGS4-accelerated GTP hydrolysis. Potency, µM (doses to about 114 µM), without a hit: top-dose activity change, negative = inhibition, most hits filed as inhibitors. 390,000 tested, 0.039% active. AID 504845; further: potency means the concentration at half of the fitted maximal effect; on the % scale 0 is the no-effect control and ±100 the full control effect; nearly all actives have a fitted effect of over 75% in size; some results filed as inactive show a strong effect at the top dose
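MLSMR compounds (23 nl, pin-transferred) preincubated 10 min at room temperature with a 500nM (2x) first reagent, then RGS4 at 900nM (2x) plus Transcreener GDP mix added; fluorescence polarization (620/688 nm) read before and after 90 min at 30 °C.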
G9a inh: blocks human histone lysine methyltransferase G9a; G9a H3K9 monomethylation, AlphaScreen, 2 h; Potency, µM (top dose mostly 102 µM), inactives show top-dose activity, negative = inhibition, most hits filed as inhibitors; 350,000 tested, 8.8% active; AID 504332; further: potency means the concentration at half of the fitted maximal effect; on the % scale 0 is the no-effect control and ±100 the full control effect; nearly all actives have a fitted effect of over 75% in size
Target sequence (Q96KQ7 913-1193 limits assumed): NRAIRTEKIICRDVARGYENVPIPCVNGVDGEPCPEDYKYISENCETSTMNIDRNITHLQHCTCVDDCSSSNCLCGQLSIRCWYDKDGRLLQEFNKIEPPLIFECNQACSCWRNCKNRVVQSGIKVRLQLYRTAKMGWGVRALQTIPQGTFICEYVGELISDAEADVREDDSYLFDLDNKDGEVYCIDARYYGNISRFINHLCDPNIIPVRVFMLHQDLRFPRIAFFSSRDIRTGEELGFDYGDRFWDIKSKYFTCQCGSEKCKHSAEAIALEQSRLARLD
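Methyltransferase reactions run at room temperature for 2 h (20 nM enzyme, 500 nM biotin-H3K9 peptide, 20 uM SAM) after a 15 min compound preincubation; product detected by AlphaScreen beads and anti-H3K9me1 antibody.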
BAZ2B inh: blocks human BAZ2B. AlphaScreen BAZ2B-H3K14Ac peptide displacement. Potency, µM (highest dose often 114 µM), for inactives: top-dose activity change, negative = inhibition, actives largely listed as inhibitors. 360,000 tested, 4.4% active. AID 504333; further: potency means the concentration at half of the fitted maximal effect; on the % scale 0 is the no-effect control and ±100 the full control effect; nearly all actives have a fitted effect of over 60% in size
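Compounds, titrated to a top concentration of 110 uM, were incubated 30 min at room temperature with preformed BAZ2B/acetyl-K14 H3 peptide complex (50 nM each). Proximity signal was measured by AlphaScreen after 20 min with beads.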
ERG Ets-DNA blk: inhibitors of human ERG Ets domain-DNA interaction | 370,000 tested, 0.028% active | P11308 | Potency, µM (titrated, usually from 76.9 µM), inactives show top-dose FP activity, negative = inhibition, actives largely listed as inhibitors | fluorescence polarization, His-ERG Ets domain / labelled DNA; active means well fitted inhibition curve with a large enough effect in the polarisation, with a control signal flat; inconclusive means small, poorly fitted or top-dose-only effect, or effect the other way, or a change in a side signal; inactive means no such curve, though single readings can be large or run the other way; the % refers to the polarisation;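 further: polarization taken with two DNA probes labelled with fluorescein and Texas red; potency means the concentration at half of the fitted maximal effect; % of control where 0% means no effect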
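His-tagged ERG Ets domain (1 uM in the protein solution; 300mM KCl, 50mM Tris-HCl, 1mM EDTA, 1mM DTT, pH 7.5) received compound, then a probe mix of 5 nM fluorescein-DNA and 100nM Texas-615-DNA. Fluorescence polarization was read for both dyes.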
PI4K2A inh: inhibitors of human PI4K2A; Q9BTU6; purified PI4K2A, ADP-Glo luminescence, 1 h; active compounds read low; activity change, negative = inhibition, % at 76.9 µM; 420,000 tested, 0.13% active; AID 1346378; in the data active means activity change below about -50%; inconclusive means mostly about -30% to -49%;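 further: -100% = wells without enzyme as full effect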
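Compounds are screened against recombinant PI4K2A using PI as substrate and ATP, the latter dispensed at 300 microM. Reactions run one hour at ambient temperature before ADP-Glo detection; full inhibition defined by wells lacking enzyme.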
GLS inh: inhibitors of human glutaminase (GLS); 410,000 tested, 0.21% active; Potency, µM (titrated, usually from 45.5 µM), inactives show top-dose activity change, negative = inhibition, usual class: inhibitors; AID 624170; GLS enzymatic activity, qHTS titration; O94925; further: potency means the concentration at half of the fitted maximal effect; on the % scale 0 is the no-effect control and ±100 the full control effect
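hKGA; 45 mM KH2PO4 pH 8.2 + 0.02% Tween-20; cpd via pin tool; 1 mM Gln soln; GluOx/HRP/Amplex Red; RT 30 min; fluor. t0 & final.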
HP1b chromo inh: inhibitors of HP1-beta chromodomain binding to methylated histone tails | 390,000 tested, 0.56% active | AID 540317 | AlphaScreen HP1-beta / biotin-H3K9me3 peptide binding | P83916 | Potency, µM (series often up to 114 µM), for the others: top-dose activity change, negative = inhibition, hits mostly inhibitors; further: potency means the concentration at half of the fitted maximal effect; nearly all actives have a fitted effect of over 70% in size; inactives centre near 23
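HP1-beta protein (50 nM final) preincubated 30 min at room temperature with biotinylated H3(1-18)K9me3 peptide (50 nM) in PBS pH 7.4, 0.01% Tween-20, then compound added for 30 min. AlphaScreen streptavidin donor/nickel chelate acceptor beads (10 ug/mL final), 30 min dark, luminescence read.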
Numbers without * were called inactive; ? = inconclusive; · = no result given; & = joins results of further samples; [ ] = another dose, or the depositor's remark. Unless noted, the call rests on the fitted dose curve; in most records, active means well fitted curve in the direction sought with a large enough effect; inconclusive means small, poorly fitted or top-dose-only effect, or another doubt; inactive means no such curve, though single readings can be large; an effect the other way counts as inactive or inconclusive.

SMILES	JMJD2A Tudor	12-LOX inh	RGS4 inhibitor	G9a inh	BAZ2B inh	ERG Ets-DNA blk	PI4K2A inh	GLS inh	HP1b chromo inh
Nc1ccc(N=Nc2ccccc2)cc1[N+](=O)[O-]	?	-9.1%	1.9%	·	·	5.1%	-10.0	-18.6%	?
CC[C@]12C(=O)N(C)C[C@H]([C@@H]3C(=O)N(C)C(=O)[C@@H]31)N2C(=O)c1ccc(Cl)c(Cl)c1	-15.7%	·	-11.8%	·	·	7.1%	0.9	-9.7%	58.1%[activator]
C(=N\n1cnnc1)/c1ccc2c(c1)OCCO2	-6.0%	19.0%	3.2%	4.5%[12.7 µM]	9.8%	-0.1%	0.5	7.5%	14.3%
O=C(c1cc(-c2cccs2)on1)N1CCN(c2ccc(F)cc2)CC1	-18.7%	-6.3%	-3.1%	-4.0%[12.7 µM]	-10.3%	-1.5%	-0.9	17.6%	19.8%
O=C(Nc1cccc2ccccc12)c1ccccc1Cl	-13.4%	2.7%	11.0%	7.5%	10.8%	15.0%	1.0	-1.8%	29.4%
CCOC(=O)c1cc(-c2ccc(OC)cc2F)nc2c1c(C)nn2CCC#N	38.3%[activator]	16.2%	-30.2%	52.3%[activator][59 µM]	28.6%[57.1 µM]	-6.1%	-1.2	-4.3%	62.3%[activator]
CCOC(=O)/C(C(C)=O)=C1\OC(=O)c2ccccc21	?	?	24.8%	-27.7%	-26.3%	-9.7%	1.5	40.1%[activator]	4.6%
Cc1ccc(SC(c2ccc(C)cc2)C(Cn2cncn2)C(=O)c2ccccc2)cc1 (stereo unspecified)	-3.8%	0.0%	16.6%	43.9%[59 µM]	1.7%	1.6%	8.1	14.2%	13.0%
Cc1ccnc(N2CCCC(C(=O)NC3CC3)C2)n1 (stereo unspecified)	-10.0%	-0.2%	-3.3%	-9.7%[59 µM]	1.9%	7.4%	-2.9	0.0%	31.8%
CC1CN(C(=O)[C@@H]2CCCN2S(=O)(=O)c2ccc(Cl)cc2)CC(C)O1 (stereo partly specified)	-3.4%	?	-22.3%	·	·	11.9%	6.4	-12.9%	39.9%[activator]
CSc1nc(Oc2ccc(F)cc2)c2ccccc2n1	67.7%[activator]	14.1%	32.7%	19.0%[2.33 µM]	87.7%[activator]	2.1%	12.1	2.6%	31.8%
Cc1ccc(N2C(=O)CS(=O)(=O)C23C(=O)N(Cc2ccccc2F)c2ccccc23)cc1Cl (stereo unspecified)	-6.5%	-13.2%	-17.9%	-37.1%[59 µM]	-10.9%	-1.7%	3.6	3.4%	21.8%
O=C1CC(N2CCCCCC2)C(=O)N1c1ccc2c(c1)OCO2 (stereo unspecified)	-9.9%	2.9%	-10.1%	?	-3.0%	·	-3.9	-5.0%	33.5%
Cc1ccc(S(=O)(=O)N2CCN(C(=O)CSc3ncn[nH]3)CC2)cc1	-10.0%	-1.8%	5.7%	-4.0%[12.7 µM]	12.9%	·	0.5	0.0%	23.0%
COc1ccc2c(c1)OC/C(=C/c1cccs1)C2=O	-15.1%	-8.5%	-3.8%	-1.7%	21.1%	-0.6%	-5.4	5.8%	70.4%[activator]
COc1ccc(C(=O)Nc2nc(C)c(C(=O)N(C)C)s2)cc1OC	-22.8%	28.3%&-13.5%	28.2%	6.1%[12.7 µM]	10.7%	-4.7%	4.3	-28.9%	6.0%
O=C(CC(c1ccccc1)c1ccccc1)Nc1ccc(O)cc1	-13.1%	1.6%	-42.3%	·	-33.5%	-2.9%	1.0	?	48.7%[activator]
Cc1ccc(NC(=O)Cc2nc(CSc3nnc(-c4ccc5c(c4)OCO5)o3)cs2)cc1	3.5%	-20.9%	-29.2%	3.6%	-4.2%	-5.1%	-1.9	3.8%	24.8%
CCCN(CCC)Cc1c(C(=O)N/N=C/c2ccsc2)nnn1-c1nonc1N	-20.5%	-11.7%	14.0%	24.6%	-15.4%	1.7%	-15.5	0.0%	4.3%
CC1(C)CC(=O)C=C(N2CCNCC2)C1	-14.4%	14.4%	28.1%	21.2%[59 µM]	29.3%	6.8%	6.6	-4.3%	7.3%
O=C(c1cnc2sccn2c1=O)N1CCN(c2ccccc2Cl)CC1	-2.1%	21.5%	-4.0%	-33.7%	0.0%	4.8%	-3.0	-9.2%	61.5%
COCCCNC(=S)N1CCN(C(=O)c2ccco2)CC1	5.1%	-7.2%	13.9%	33.6%[activator][59 µM]	10.9%	6.3%	-2.9	8.3%	43.8%[activator]
CSCCOC(=O)c1[nH]c2c(c1C)C(=O)CC(c1ccco1)C2 (stereo unspecified)	35.5µM*	343.6%[activator]	-5.3%	22.4µM*	44.7µM*	2.3%	-20.2	-19.2%	?
O=C1OC[C@@H]2CCCN2C(=O)[C@@H](CC(=O)N(CCO)Cc2ccccc2)C/C=C\CC[C@H]1Cc1ccc(F)cc1	-21.4%	13.0%	27.6%	·	·	-4.4%	1.4	2.7%	28.5%
COc1ccc(OC)c(S(=O)(=O)Nc2ccc(Oc3ccccc3)cc2)c1	-30.9%	-4.4%	-11.2%	-15.7%	1.6%	0.4%	-0.4	6.7%	13.0%
Cc1nc(N2CCC(C)CC2)c2nnn(Cc3ccccc3)c2n1	27.6%	79.9%[activator]	-20.1%	35.0%[59 µM]	44.2%[activator]	12.2%	-3.7	9.3%	96.8%[activator]
CCn1c2ccccc2c2cc(NC(=O)C3CCN(S(=O)(=O)c4cccs4)CC3)ccc21	-1.7%	15.1%	-1.2%	17.2%[59 µM]	30.1%[activator]	·	0.5	-6.9%	11.3%
C=CCn1c(N(C)C)nc2c1c(=O)[nH]c(=O)n2C	-12.1%	0.4%	15.6%	16.4%[12.7 µM]	-3.2%	6.1%	-1.5	2.0%	24.7%
Cc1ccc(-c2nnn(CC(=O)N(CCO)C(C(=O)NC3CCCCC3)c3ccncc3)n2)o1 (stereo unspecified)	-12.0%[11.4 µM]	0.7%	?	44.7µM*	-11.2%	10.7%	0.4	0.8%	?
CNc1nnc(-c2ccc(N(C)C)cc2)s1	-23.9%	-17.9%	-4.3%	7.94µM*	2.7%	·	3.4	58.0%[activator]	21.8%
CCCCn1c2c(c(=O)n(C)c1=O)C(c1ccc(OC)cc1)N1CCCCCC1=N2 (stereo unspecified)	5.0%	0.0%	28.6%	21.7%[2.33 µM]	12.0%	-4.0%	-2.4	3.3%	56.3%[activator]
O=C1C(=O)N(Cc2cccnc2)C(c2ccc(Br)cc2)/C1=C(\O)c1ccc2c(c1)OCCO2 (stereo unspecified)	-13.9%	-21.1%	16.0%	10.2%[59 µM]	-13.6%	-8.4%	-1.4	10.0%	17.7%
COc1ccc(-c2noc(-c3ccccc3C(=O)N3CCOCC3)n2)cc1	-5.0%	-21.3%	-19.7%	6.5%[59 µM]	2.8%	-1.3%	-6.8	1.9%	22.4%
CC(C)(C)c1cnnn1-c1ccc([N+](=O)[O-])cc1	-6.4%	3.5%	-34.2%	2.6%	·	13.0%	4.9	-0.7%	33.4%
CC(Oc1ccc(Cl)cc1Cl)C(=O)NNC(=O)C(=O)N1CCCC1 (stereo unspecified)	6.6%	-19.1%	-0.5%	-3.9%	-33.9%	-0.5%	2.7	2.7%	36.8%[57 µM]
O=C(COC(=O)c1ccccn1)NC1CCCCC1	-7.2%	?	-5.1%	·	-24.7%	-0.4%	-12.1	5.1%	24.9%
CC1CCCN(C(=O)Cn2c(=O)oc3cc(S(=O)(=O)N4CCCCC4)ccc32)C1 (stereo unspecified)	-3.5%&4.4%	4.3%&-19.8%	1.4%&12.8%	13.9%[59 µM]	7.1%&-0.7%	-0.7%&-0.7%	-3.0&-2.4	-1.3%&1.4%	55.5%&31.7%[activator]
Cc1nn2cc(-c3ccc(Cl)cc3)cnc2c1Br	-2.5%	-8.1%	6.2%	44.4%	4.3%	6.2%	2.7	-1.0%	27.4%
Cc1cccc(-n2nc(C)c(C(=O)Nc3cc(C)ccc3C)c2-n2cccc2)c1	0.3%	-16.8%	2.4%	0.0%[59 µM]	-0.2%	-0.7%	-15.7	-3.9%	29.0%
COc1ccccc1CN1CCNC(=O)C1CC(=O)NC1Cc2ccccc2C1 (stereo unspecified)	-13.8%	-7.4%	8.4%	?	-4.9%	-5.4%	-0.3	0.0%	8.2%

Reformatted: three of the compounds above.
Value order – JMJD2A Tudor | 12-LOX inh | RGS4 inhibitor | G9a inh | BAZ2B inh | ERG Ets-DNA blk | PI4K2A inh | GLS inh | HP1b chromo inh
- Cc1nn2cc(-c3ccc(Cl)cc3)cnc2c1Br
→ -2.5% | -8.1% | 6.2% | 44.4% | 4.3% | 6.2% | 2.7 | -1.0% | 27.4%
- Cc1cccc(-n2nc(C)c(C(=O)Nc3cc(C)ccc3C)c2-n2cccc2)c1
→ 0.3% | -16.8% | 2.4% | 0.0%[59 µM] | -0.2% | -0.7% | -15.7 | -3.9% | 29.0%
- COc1ccccc1CN1CCNC(=O)C1CC(=O)NC1Cc2ccccc2C1 (stereo unspecified)
→ -13.8% | -7.4% | 8.4% | ? | -4.9% | -5.4% | -0.3 | 0.0% | 8.2%

A portion of the library; rates above refer to the full screens.
